Bioassay records (PubChem BioAssay)
CBFb-RUNX1 inh – qHTS Assay for Compounds Blocking the Interaction Between CBF-beta and RUNX1 for the Treatment of Acute Myeloid Leukemia; Potency, µM (top dose mostly 59.8 µM), without a hit: top-dose activity, negative = inhibition, hits mostly inhibitors; AID 1477, 2009; 230,000 tested, under 10 active; AlphaScreen CBFb-His/RUNX1-biotin binding, biochemical; also: % of control where 0% means no effect
Target sequence (Q01196 whole entry, looked up): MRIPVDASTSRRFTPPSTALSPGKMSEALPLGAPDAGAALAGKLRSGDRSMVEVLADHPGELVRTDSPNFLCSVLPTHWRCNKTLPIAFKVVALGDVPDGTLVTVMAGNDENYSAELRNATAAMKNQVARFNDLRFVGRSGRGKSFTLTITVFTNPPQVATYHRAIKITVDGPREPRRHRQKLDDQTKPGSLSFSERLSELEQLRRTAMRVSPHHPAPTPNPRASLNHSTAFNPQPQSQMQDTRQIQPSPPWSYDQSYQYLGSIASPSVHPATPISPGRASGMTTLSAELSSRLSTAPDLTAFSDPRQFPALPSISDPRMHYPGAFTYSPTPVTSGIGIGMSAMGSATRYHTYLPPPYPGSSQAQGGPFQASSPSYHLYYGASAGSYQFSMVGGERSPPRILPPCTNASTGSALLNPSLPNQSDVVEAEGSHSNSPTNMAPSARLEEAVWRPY
Target sequence (Q13951 whole entry, looked up): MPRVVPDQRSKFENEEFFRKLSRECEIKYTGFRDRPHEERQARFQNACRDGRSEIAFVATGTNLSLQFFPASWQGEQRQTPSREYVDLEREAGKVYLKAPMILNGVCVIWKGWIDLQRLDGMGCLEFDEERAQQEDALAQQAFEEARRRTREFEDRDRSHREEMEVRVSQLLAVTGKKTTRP
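His-tagged CBF-beta and biotinylated RUNX1 (30 nM each) were premixed 20 min at room temperature, exposed to compound for 15 min, then given nickel-chelate and streptavidin AlphaScreen beads (50 ng each). After 90 min, AlphaScreen signal was read.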
TRb SRC2 PPI – qHTS for Inhibitors of the Interaction of Thyroid Hormone Receptor and Steroid Receptor Coregulator 2; TRbeta-SRC2 peptide binding, fluorescence polarization; receptor liganded with 1 µM T3; actives 0.065% (n = 280,000); AID 1469, 2008; Potency, µM (top dose mostly 106 µM), without a hit: at the highest dose activity change, negative = inhibition, usual class: inhibitors; Thyroid hormone receptor beta (Homo sapiens), P10828;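 also: potency is read from the fitted curve at half-maximal effect; plate controls were bound peptide for no effect and peptide without receptor for full effect; nearly all actives have a fitted effect of over 50% in size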
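Read-out is fluorescence polarization (555 nm excitation, 632 nm emission) of a Texas Red SRC2 coactivator peptide; loss of signal reflects blocked binding to human TRb ligand-binding domain in the presence of 1 uM T3.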
Epigenetic derep – Quantitative High-Throughput Screen for Regulators of Epigenetic Control. murine LDR cells, GFP reporter derepression, 30 h. Potency, µM (titrated, usually from 53.9 µM), inactives show at the highest dose GFP activation, hits mostly activators. actives 0.2% (n = 280,000); also: potency is read from the fitted curve at half-maximal effect; % of control where 0% means no effect; nearly all actives have a fitted effect of over 60% in size
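Reporter derepression read as number of fluorescent GFP-positive objects, 20-120 um in size, counted by laser-scanning cytometer. Mouse LDR line with an epigenetically silenced CMV-GFP locus; compound incubation 30 h, 37 C.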
Tau fluor cs – Counterscreen qHTS for Inhibitors of Tau Fibril Formation, Fluorescence Polarization | tau K18 P301L (four-repeat tau fragment) Alexa594 fluorescence, heparin fibrillization | actives 0.93% (n = 280,000) | Potency, µM (doses to about 57.7 µM), for the others: top-dose activity change, negative = decrease; also: potency is read from the fitted curve at half-maximal effect; % is scaled to controls: 0 for no effect and ±100 for the full control effect; nearly all actives have a fitted effect of over 55% in size
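Human K18 P301L tau (15 uM unlabeled plus 0.24 uM Alexa 594-labeled, final) in 100 mM sodium acetate pH 7 was mixed with compound and 20 uM heparin and incubated 6 hr at 37 C.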
TR SRC2 fluor cs – Total Fluorescence Counterscreen for Inhibitors of the Interaction of Thyroid Hormone Receptor and Steroid Receptor Coregulator 2; TRb/SRC2 Texas Red total fluorescence interference; Potency, µM (titrated, usually from 106 µM), for inactives: at the top dose fluorescence change, negative = quenching; actives 0.29% (n = 280,000); AID 1479, 2009; active = well fitted curve in either direction with a large enough effect; inconclusive = small, poorly fitted or top-dose-only effect; also: potency is read from the fitted curve at half-maximal effect; % is scaled to controls: 0 for no effect and ±100 for the full control effect
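Human TRβ ligand-binding domain (0.6 uM) and Texas Red SRC2 peptide (20 nM) in Tris buffer with 1 uM T3 and 5% DMSO were incubated with pinned compound for 5 hr at ambient temperature. Total fluorescence was computed as S + 2P (555/632 nm).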
NPSR antagonist – qHTS Assay for Antagonists of the Neuropeptide S Receptor: cAMP Signal Transduction; Q6W5P4; CHO-NPSR cells, cAMP TR-FRET, antagonist mode; Potency, µM (series often up to 38.3 µM), without a hit: at the top dose activity change, negative = inhibition, actives largely listed as inhibitors; actives 1% (n = 220,000); AID 1461, 2008; also: potency is read from the fitted curve at half-maximal effect; % is scaled to controls: 0 for no effect and ±100 for the full control effect; nearly all actives have a fitted effect of over 50% in size; many of its hits are not listed in these tables
Tau FP inhib – qHTS for Inhibitors of Tau Fibril Formation, Fluorescence Polarization. Microtubule-associated protein tau (Homo sapiens), P10636. K18 P301L tau heparin fibrillization, Alexa594 FP, 6 h. Potency, µM (highest dose often 57.7 µM), for the others: top-dose activity, negative = inhibition, usual class: inhibitors. actives 0.39% (n = 280,000); also: potency is read from the fitted curve at half-maximal effect; % is scaled to controls: 0 for no effect and ±100 for the full control effect; nearly all actives have a fitted effect of over 55% in size
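Compound effects on tau fibrillization are measured by Alexa 594 fluorescence polarization (ex 555, em 632 nm). K18 P301L tau is used at 15 uM with 0.24 uM labeled tracer, and 20 uM heparin induces aggregation over 6 hr at 37 C.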
aGal spleen mod – qHTS Assay for Inhibitors and Activators of Human alpha-Galactosidase From Spleen Homogenate. Alpha-galactosidase A (Homo sapiens), P06280. human spleen homogenate, 4MU-alpha-Gal fluorescence, 40 min. Potency, µM (series often up to 80 µM), inactives show at the top dose activity change, negative = inhibition, actives largely listed as inhibitors. actives 0.008% (n = 240,000);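 also: potency is read from the fitted curve at half-maximal effect; 0% = enzyme with vehicle and -100% = no enzyme basal signal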
Target sequence (P06280 32-429 limits assumed): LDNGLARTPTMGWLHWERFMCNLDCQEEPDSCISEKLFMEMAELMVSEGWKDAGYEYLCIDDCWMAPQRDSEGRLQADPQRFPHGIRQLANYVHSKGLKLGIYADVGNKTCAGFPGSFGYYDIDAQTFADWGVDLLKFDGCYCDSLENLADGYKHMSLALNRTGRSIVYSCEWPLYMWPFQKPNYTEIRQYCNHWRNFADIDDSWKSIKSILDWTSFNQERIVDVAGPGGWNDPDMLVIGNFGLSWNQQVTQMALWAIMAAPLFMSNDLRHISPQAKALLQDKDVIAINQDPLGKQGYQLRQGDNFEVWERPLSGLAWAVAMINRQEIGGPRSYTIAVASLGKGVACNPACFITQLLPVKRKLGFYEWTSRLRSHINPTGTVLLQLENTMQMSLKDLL
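Spleen homogenate 1 ug + cpd (titration) + 4-MU-alpha-D-galactopyranoside 1 mM; 37C 40 min; 50 mM citrate/phosphate pH 5.0, 0.01% Tween-20; stop pH 10; fluorescence 365/440; AC50 via Hill.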
Numbers without * were called inactive; u = inconclusive; x = no result given; [ ] = dose if it differs, or a comment. Unless noted, calls follow the shape of the dose curve; as a rule, active = well fitted curve in the direction sought with a large enough effect; inconclusive = small, poorly fitted or top-dose-only effect, or another doubt; inactive = no such curve, though single readings can be large; an effect the other way counts as inactive or inconclusive. These rows are one share of the data. The share of hits here may be higher or lower than overall.

Start of the listing, in advance:
SMILES	CBFb-RUNX1 inh	TRb SRC2 PPI	Epigenetic derep	Tau fluor cs	TR SRC2 fluor cs	NPSR antagonist	Tau FP inhib	aGal spleen mod
Cc1ccc(C(=O)COC(=O)CCCC(=O)NC2CCCCC2)cc1[N+](=O)[O-]	-3%	0%	0.0%	-1%	1%	5%	1%	-4%
Cc1ccc(N2CC(C(=O)N3CCc4ccccc4C3)CC2=O)cc1 (stereo not given)	12%	0%	-1.1%	-3%	-6%	-6%[46.1 µM]	3%	6%
O=C(/C=C/c1ccccc1)NC(NC(=S)Nc1ccc(C(=O)O)cc1)C(Cl)(Cl)Cl (stereo not given)	9%	2%	-1.1%	-11%	-2%	10%	-7%	-11%

The list itself, from the first entry:
SMILES	CBFb-RUNX1 inh	TRb SRC2 PPI	Epigenetic derep	Tau fluor cs	TR SRC2 fluor cs	NPSR antagonist	Tau FP inhib	aGal spleen mod
Cc1ccc(C(=O)COC(=O)CCCC(=O)NC2CCCCC2)cc1[N+](=O)[O-]	-3%	0%	0.0%	-1%	1%	5%	1%	-4%
Cc1ccc(N2CC(C(=O)N3CCc4ccccc4C3)CC2=O)cc1 (stereo not given)	12%	0%	-1.1%	-3%	-6%	-6%[46.1 µM]	3%	6%
O=C(/C=C/c1ccccc1)NC(NC(=S)Nc1ccc(C(=O)O)cc1)C(Cl)(Cl)Cl (stereo not given)	9%	2%	-1.1%	-11%	-2%	10%	-7%	-11%
CCC(C)NC(=O)Nc1ccccc1F (stereo not given)	11%	-3%	0.8%	4%	-1%	11%	-2%	3%
O=C(/C=C/c1ccccc1)Nc1ccc(NC(=O)c2cccs2)cc1	-4%	-5%	1.1%	-25%	3%	3%[7.67 µM]	-4%	2%
CC(=O)Nc1ccc(S(=O)(=O)Oc2cccc(/C=N/N=C3/NC(=O)C(CC(=O)O)S3)c2)cc1 (stereo not given)	-2%	-5%	-4.5%	-6%	-1%	17%	u	0%
CCc1ccc(-n2nc3ccc(NC(=O)COc4ccc(OC)cc4)cc3n2)cc1	x	0%	-1.2%	-7%	1%	x	-4%	x
O=C(CSc1nnc(CNC(=O)c2cccs2)o1)c1ccc(Cl)cc1	0%	-4%	-0.7%	-19%	-2%	-2%[46.1 µM]	-2%	-1%
COc1ccc(-c2cc(C(=O)NCCc3ccc(Cl)cc3)[nH]n2)cc1	x	3%	-1.5%	0%	1%	x	-13%	x
CCO[C@@H]1OC(C(=O)N2CCN(C)CC2)=C[C@H](c2ccc(C(F)(F)F)cc2)[C@H]1CCCO	9%	-5%	-2.9%	-1%	-1%	15%	2%	-4%
COc1cc(C(CC(=O)Nc2cccc(C(C)=O)c2)N2Cc3ccccc3C2=O)cc(OC)c1OC (stereo not given)	x	2%	11%	-15%	-2%	x	-9%	x
CCC(C)N(C(=O)COC(=O)CCc1c[nH]c2ccccc12)C1CCS(=O)(=O)C1 (stereo not given)	-2%	-1%	-8.6%	-7%	1%	-15%[46.1 µM]	5%	6%
COC(=O)C(C)NC(=O)COc1ccc2ccccc2c1 (stereo not given)	-7%	7%	2.6%	4%	-3%	2%	-5%	2%
Cc1ccccc1NC(=O)c1ccc(Cl)c(NC(=O)c2cccnc2)c1	5%	0%	0.0%	-8%	-1%	10%	5%	-4%
Cc1cc(C(C)(C)C)cc(S(=O)(=O)Nc2ccc(O)c(C(=O)O)c2)c1C	-1%	-18%	-0.9%	-12%	-1%	-3%[46.1 µM]	3%	14%
Cc1c(C(=O)O)oc2ccc(S(=O)(=O)N3CC(C)CC(C)C3)cc12 (stereo not given)	0%	-6%	-5.7%	-4%	0%	-5%[46.1 µM]	6%	1%
CCOC(=O)N1CCc2c(sc(NCc3ccc(N(CC)CC)cc3)c2C(=O)Nc2cc(OC)ccc2OC)C1	x	3%	0.0%	u	-12%	x	u	x
CCOc1ccc(NC(=O)c2cccnc2SC)cc1	4%	4%	2.7%	1%	-2%	0%	-2%	-2%
O=C(O)CSCC(=O)NC1CCCc2ccccc21 (stereo not given)	7%	3%	0.1%	2%	0%	11%	4%	1%
CCOc1ccccc1CNC(=O)CCc1c(C)nn(-c2ccc(N3CCCC3)nn2)c1C	x	-3%	1.1%	-13%	-5%	x	-16%	x
CCC(C)[C@H](NC(=O)N1CCCCCC1)C(=O)OC (stereo not given in full)	2%	-9%	1.6%	4%	4%	0%[7.67 µM]	-2%	-8%
CCOC(=O)NCc1ccc(S(=O)(=O)Nc2ccc(C)cc2)cc1	12%	4%	-2.4%	-6%	-7%	-4%[46.1 µM]	5%	-1%
O=c1c(O)c(-c2ccc(O)c(O)c2)oc2ccccc12	2%[21.7 µM]	-3%	1.0%	u	-9%	x	10%	-5%
C/C(=N\c1nc2ccccc2n1C)c1cc(Cl)ccc1O	-3%	3%	-0.1%	-9%	1%	4%[46.1 µM]	-6%	0%
CC(C)Oc1ccc(C(CC(=O)O)c2ccc(F)cc2)cc1 (stereo not given)	6%	-2%	9.2%	-17%	2%	-24%	6%	2%
(cont.)
SMILES	CBFb-RUNX1 inh	TRb SRC2 PPI	Epigenetic derep	Tau fluor cs	TR SRC2 fluor cs	NPSR antagonist	Tau FP inhib	aGal spleen mod
CCOc1ccccc1NC(=O)CSc1ccc2nnc(-c3cccnc3)n2n1	12%	16%	-3.8%	-4%	-3%	-5%	4%	7%
CC(=O)c1ccc(OCCCC(=O)NC2CCCc3ccccc32)cc1 (stereo not given)	5%	-3%	-1.1%	-5%	7%	-17%	2%	5%
CCN(CC)S(=O)(=O)c1cc(OC)c(Cl)cc1OC	6%	-2%	-0.1%	-4%	1%	9%	-1%	3%
Cn1c(SCC(=O)NNC(=O)Nc2ccccc2)nnc1-c1ccccc1	9%	6%	-1.1%	3%	-2%	12%	4%	9%
CCOc1ccc(C(=O)NC2CCN(S(=O)(=O)CC)CC2)cc1	5%	-4%	-1.6%	5%	3%	2%[46.1 µM]	6%	2%
Cc1onc(-c2c(F)cccc2Cl)c1C(=O)N=C(N)N1CCCC1	4%	-2%	1.8%	-5%	-3%	-9%	0%	5%
CCCSc1nc(-c2ccc(OC)cc2)cc(-c2ccccc2OC)c1C#N	x	-1%	-1.6%	u	-1%	x	25µM*	x
O=C(CSc1nc2c(c(=O)n1-c1ccccc1)SCC2)N1CCOCC1	-1%	0%	-1.0%	-10%	-1%	4%	-2%	-1%
Cc1ccc(CNC(=O)C2CC(c3ccccc3[N+](=O)[O-])=NO2)cc1 (stereo not given)	-3%	-12%	-1.5%	-13%	0%	-6%[46.1 µM]	-2%	3%
COc1ccc(/C=C/N(CCc2ccc(OC)c(OC)c2)C(=O)C(F)(F)F)cc1	23%[13.1 µM]	7%[11.2 µM]	0.8%[10.1 µM]	-18%[11.6 µM]	2%[11.2 µM]	x	0%[11.6 µM]	-8%[17.5 µM]
CCN(CC)Cc1c(C(=O)N2CCc3ccccc3C2)nc2ccc(Cl)cn12	-10%	11%[53 µM]	1.2%	5%	-2%[53 µM]	10%	5%	-4%
O=C1CC(N2CCCCC2)C(=O)N1c1ccccc1 (stereo not given)	0%	1%	-0.8%	1%	-2%	6%[46.1 µM]	1%	-2%
CCn1c(CCNC(=O)c2cccs2)nnc1SCC(=O)Nc1nc(-c2ccccc2)cs1	-2%	-6%	-1.0%	u	-3%	-25%[46.1 µM]	-3%	-1%
COc1ccc(-n2nc(C(=O)N3CCCCC3)c3c4ccccc4n(C)c3c2=O)cc1Cl	x	0%	2.3%	-13%	-2%	x	-12%	x
COc1ccc(Nc2nc(NCc3ccco3)nc(N/N=C/c3ccccc3Cl)n2)cc1	-26%	13%	0.0%	u	-4%	-28%	5%	0%
CCOC(=O)C1CCCN(C(=O)CSc2ccc(NC(C)=O)cc2)C1 (stereo not given)	8%	-3%	-1.3%	-5%	-1%	3%	-1%	6%
Cc1[nH]c2ccccc2c1C1N2CC3(C)CN1CC(C)(C2)C3=O (stereo not given)	x	-5%	-0.1%	-21%	-8%	x	-9%	x
Cc1cc(Nc2cc(F)ccc2C)nc(-n2nc(C)cc2C)n1	x	5%	-5.6%	-3%	-3%	x	4%	x
O=C(CCCc1cccs1)Nc1ccc2c(c1)OCO2	1%	8%	-3.5%	-5%	-1%	-7%	10%	11%

Single entries from the results shown:
`COc1ccc(Nc2nc(NCc3ccco3)nc(N/N=C/c3ccccc3Cl)n2)cc1` in TRb SRC2 PPI has 13%
`COc1ccc(-n2nc(C(=O)N3CCCCC3)c3c4ccccc4n(C)c3c2=O)cc1Cl` in Tau fluor cs has -13%
`Cc1onc(-c2c(F)cccc2Cl)c1C(=O)N=C(N)N1CCCC1` in Epigenetic derep has 1.8%
`Cc1cc(Nc2cc(F)ccc2C)nc(-n2nc(C)cc2C)n1` in Epigenetic derep has -5.6%
`CCN(CC)S(=O)(=O)c1cc(OC)c(Cl)cc1OC` in TR SRC2 fluor cs has 1%
`O=C1CC(N2CCCCC2)C(=O)N1c1ccccc1` (stereo not given) in Tau fluor cs has 1%
`CCOC(=O)C1CCCN(C(=O)CSc2ccc(NC(C)=O)cc2)C1` (stereo not given) in NPSR antagonist has 3%
